Assay outcomes from PubChem BioAssay.
Dyrk1A ADPGlo – blocks rat Dyrk1A kinase activity. ADP-Glo luminescence, NFATc1 peptide. inhibition, % at 12.5 µM. hit rate 0.43% among 310,000; in the data active = inhibition above about 50%;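 also: plate controls were vehicle with enzyme for no effect and no enzyme for full effect; many of its hits are not listed in these tables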
RGS4 block – inhibitors of human RGS4; P49798; HEK293 M3R/RGS4 inducible, Fluo-4 calcium flux; hits give high values; triggered by carbachol at its EC20; B-score at 10 µM; hit rate 0.45% among 310,000; AID 463165;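 active = B-score, a plate-corrected calcium signal, over three deviations above library mean, with baseline fluorescence within five deviations of library mean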;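 also: RGS4 expression induced by doxycycline in cells with stable M3 receptor; B-score is computed from the integrated fluorescence ratio over baseline after carbachol; higher B-score means a larger calcium signal and so more RGS4 inhibition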
PolyA inhibitor – inhibitors of polyadenylation in S. cerevisiae | calls only at 12 µM | S. cerevisiae SKY197-pL101 polyadenylation reporter, beta-gal luminescence; efflux-impaired pdr1/pdr3 knockout yeast; score 100 = 6 SD above DMSO | hit rate 0.02% among 300,000 | AID 1875;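 active = lowest replicate activity score at least 50, where 100 means six control SD above control mean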;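 also: yeast exposed to compound for 9 h at 30 °C; higher score means more reporter readthrough which indicates perturbed polyadenylation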
RGS4 act – RGS4 potentiation or activation | HEK293 M3R/inducible RGS4, carbachol calcium flux Fluo4; hits give low values | B-score at 10 µM | hit rate 0.92% among 310,000 | AID 463111;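 active = B-score of the integrated calcium signal more than 4 SD below the library mean, with starting fluorescence not abnormally high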;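 also: negative B-score means reduced calcium response which marks RGS4 activation or potentiation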
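test system = HEK293 cells with stable M3R and inducible RGS4 | schedule = recording 10 s baseline at 1 Hz, 100 s post-agonist | technique = Fluo4-AM (2 µM) calcium-flux fluorescence, kinetic read | measure = Agonist-evoked peak-minus-minimum fluorescence over baseline, integrated ratio, B score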
KCNK9 inh – inhibitors of human KCNK9 two-pore domain potassium channel; hit rate 1.2% among 310,000; HEK293 KCNK9, FluxOR thallium flux fluorescence; hits give low values; AID 488922; B-score at 10 µM; Q9NPC2;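 active = ratio B-score over 3 SD below the library mean, with starting fluorescence within 5 SD of its mean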;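 also: negative B-score means less thallium flux so channel inhibition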
KCNQ1 inh – blocks the human KCNQ1 potassium channel. CHO-K1 KCNQ1, FluxOR thallium flux fluorescence; hits give high values. B-score at 10 µM. hit rate 1.3% among 310,000. AID 2642;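 active = compounds whose thallium flux B-score, printed positive for inhibition, exceeds three library SD while starting fluorescence stays within three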;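 also: channel opened by potassium depolarization with thallium stimulus after 20 min compound exposure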
Target sequence (P51787 whole entry, looked up): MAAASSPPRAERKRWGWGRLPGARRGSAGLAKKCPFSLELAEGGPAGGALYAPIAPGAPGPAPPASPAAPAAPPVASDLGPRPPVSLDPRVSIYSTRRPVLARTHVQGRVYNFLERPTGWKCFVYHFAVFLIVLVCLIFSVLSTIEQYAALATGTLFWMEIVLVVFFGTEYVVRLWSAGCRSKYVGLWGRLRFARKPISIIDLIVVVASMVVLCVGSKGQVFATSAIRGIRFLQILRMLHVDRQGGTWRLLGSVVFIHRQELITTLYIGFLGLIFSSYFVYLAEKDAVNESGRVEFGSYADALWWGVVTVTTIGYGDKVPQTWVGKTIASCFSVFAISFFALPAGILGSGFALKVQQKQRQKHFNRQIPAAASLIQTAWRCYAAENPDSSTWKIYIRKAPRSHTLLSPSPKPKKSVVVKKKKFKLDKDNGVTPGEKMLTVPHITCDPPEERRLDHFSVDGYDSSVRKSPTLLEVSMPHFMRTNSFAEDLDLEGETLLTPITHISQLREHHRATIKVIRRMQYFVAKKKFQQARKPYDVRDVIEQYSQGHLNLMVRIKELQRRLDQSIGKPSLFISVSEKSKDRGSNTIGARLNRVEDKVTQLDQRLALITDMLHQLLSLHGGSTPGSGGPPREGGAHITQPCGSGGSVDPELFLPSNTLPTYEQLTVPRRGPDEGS
KCNK3 inh – human KCNK3 channel inhibition, primary screen | O14649 | CHO-KCNK3 thallium flux, FluxOR fluorescence; hits give low values | B-score at 10 µM | hit rate 0.84% among 340,000 | AID 602410;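 active = B-score under library mean minus 4 SD, starting fluorescence ratio at most library mean plus 5 SD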;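 also: more negative B-score means stronger inhibition of thallium flux through KCNK3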
Target sequence (O14649 whole entry, looked up): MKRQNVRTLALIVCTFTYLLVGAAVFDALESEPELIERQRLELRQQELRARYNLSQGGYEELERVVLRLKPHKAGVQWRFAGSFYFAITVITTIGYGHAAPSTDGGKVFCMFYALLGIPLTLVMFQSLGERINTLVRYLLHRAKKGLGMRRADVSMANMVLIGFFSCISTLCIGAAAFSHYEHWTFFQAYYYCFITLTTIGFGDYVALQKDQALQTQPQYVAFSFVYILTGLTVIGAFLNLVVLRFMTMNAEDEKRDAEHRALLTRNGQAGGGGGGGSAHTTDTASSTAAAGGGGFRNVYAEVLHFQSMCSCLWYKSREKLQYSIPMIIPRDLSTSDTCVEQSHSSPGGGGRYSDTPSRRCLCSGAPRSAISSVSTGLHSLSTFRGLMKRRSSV
hERG protect – hERG (human) protection from proarrhythmic block | CHO-hERG, FluxOR thallium flux, dofetilide IC70 present | AID 1511 | hit rate 0.51% among 310,000 | activation (rescue from dofetilide block), less the hit threshold, % at 10 µM | Q12809;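 active = activation above the mean of controls blocked by dofetilide plus 5 SD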;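 also: thallium influx through hERG after potassium depolarization seen as dye fluorescence rise; in these data hits start at about 4.7%; inactives centre near -7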
GSK3 alpha inh – blocks human GSK-3 alpha kinase; hit rate 0.1% among 320,000; AID 2650; ADP-Glo luminescence, 60 min; P49840; inhibition, % at 10 µM;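 in the data active = inhibition above about 50%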;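 also: GST-tagged GSK-3 alpha with peptide substrate and 25 µM ATP; 0% = DMSO neutral wells and 100% = GW8510 positive control wells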
GSK3B inh – blocks human GSK3beta kinase activity | activity score (negative = inhibition), % at 10 µM | P49841 | GST-GSK3beta kinase, ADP-Glo luminescence, 60 min; hits give low values | hit rate 0.038% among 300,000;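 active = more than half of replicate wells score below -50%, meaning over 50% inhibition versus plate controls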;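 also: 0% = median DMSO wells and -100% = median GW8510 positive control wells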
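Test system – GST-tagged human GSK3beta kinase, cell-free · Incubation – 60 min enzyme reaction, room temperature · Signal – ADP-Glo luminescence · Also added – peptide substrate and ATP at 25 µM · Controls – DMSO neutral wells and GW8510 at 20 µM as positive · Buffer or medium – Tris/MgCl2 kinase buffer · Measure – Luminescence-derived activity versus plate DMSO and GW8510 wells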
KCNQ1 act – human KCNQ1 channel potentiation or activation | AID 2648 | P51787 | B-score at 10 µM | hit rate 0.35% among 310,000 | CHO-K1 KCNQ1, thallium flux FluxOR fluorescence; hits give high values;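 active = fluorescence ratio B-score, a plate-corrected score, at least three library SD, with initial intensity B-score within 5 SD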
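Test system: CHO-K1 cells stably expressing KCNQ1 / Medium: assay buffer / Also added: depolarizing K+/Tl+ stimulus, K2SO4 and Tl2SO4 each 12.5 mM in 5x stock / Incubation: 90 min dye loading and 20 min compound exposure, both at room temperature / Signal: thallium influx via FluxOR fluorescence, kinetic imaging / Evaluation: B score of baseline-normalized fluorescence ratio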
* marks the source's active call; other numbers are inactive results; i = inactive; / = not tested or not shown. A portion of the library; count on the stated rates, not on these rows.

SMILES	Dyrk1A ADPGlo	RGS4 block	PolyA inhibitor	RGS4 act	KCNK9 inh	KCNQ1 inh	KCNK3 inh	hERG protect	GSK3 alpha inh	GSK3B inh	KCNQ1 act
CCC(C(=O)O)n1cnc2scc(-c3ccc(C)c(C)c3)c2c1=O (stereo not drawn)	1	i	i	i	i	i	i	-1	-5	-2	i
COc1ccccc1C(C(=O)NC1CCCCC1)N(C(=O)c1csnn1)C1CC1 (stereo not drawn)	-3	i	i	i	i	i	i	-11	-8	2	i
Cc1nn(-c2ccccc2)c(Cl)c1/C=N/Nc1nc2ccccc2n1C	-2	i	i	i	i	i	i	-11	0	-2	i
O=C(O)c1cccc(NS(=O)(=O)c2ccc3c(c2)OCCCO3)c1	/	i	i	i	i	i	i	-6	-4	-12	i
COC(=O)c1ccc2c(c1)NC(=O)C(N1CCCC1)S2 (stereo not drawn)	-10	i	i	i	i	i	i	-9	0	/	i
COc1cccc2oc3cc(C#CC4(O)CCCCC4)ccc3c(=O)c12	8	i	i	i	i	i	i	-12	-2	-1	i
CCC(=O)Nc1nonc1-c1nc2ccccc2n1N(C(=O)CC)C(=O)CC	-3	i	i	-8.6*	i	i	i	-5	-2	1	i
NNC(=S)NC1CCCCC1	1	i	i	i	i	i	i	-3	-3	0	i
CC(C)CNC(=O)c1cccc(NC(=O)COc2ccc([N+](=O)[O-])cc2)c1	4	i	i	i	i	i	i	-9	2	1	i
COc1cccc(NC(=O)Cc2nnc(SCC(=O)NC3=NCCS3)n2C)c1	4	i	i	i	i	i	i	-8	1	0	i
Cn1c(SCC(=O)N/N=C/C=C/c2ccccc2[N+](=O)[O-])nc2ccccc21	-6	i	i	i	i	i	i	-1	-1	0	i
CCOC(=O)c1cc2c(=O)n3ccccc3nc2n(CC2CCCO2)c1=NC(=O)/C=C/c1ccccc1 (stereo not drawn)	2	i	i	i	i	i	i	-28	/	/	i
O=C(NCCN1CCCC1)C1(S(=O)(=O)c2ccc(Cl)cc2)CC1	-4	i	i	i	i	i	i	-10	/	4	i
O=C(c1ccc(F)cc1)N1CCN(Cc2ccccc2Br)CC1	3	i	i	i	i	i	i	-4	-3	3	i
Cc1cc(C)c(C#N)c(SCc2cn3ccccc3n2)n1	5	i	i	i	i	i	i	-13	0	-2	i
CCn1c(SCC(=O)Nc2ccc(C)cc2)nc2nc3c(cc2c1=O)CCCC3	-3	i	i	i	i	i	i	-3	/	-1	i
Cc1ccc(C(=O)N2CCCC2)cc1S(=O)(=O)N1CCCCC1	1	i	i	i	i	i	i	-6	-3	0	i
CC1CCN(c2ccc3nnc(CCC(=O)N4CCCCC4)n3n2)CC1	-5	i	i	i	i	i	i	-2	-1	-1	i
CCOc1ccc(S(=O)(=O)NCCCN2CCOCC2)cc1	2	i	i	i	i	i	i	-2	-3	-1	i
CCCNC(=O)c1ccc(N2CCC3(CC2)CC(c2cccc(Br)c2)=NO3)c(NC(=O)c2c(Cl)cccc2Cl)c1	12	i	i	i	i	i	i	-16	-1	-1	i
CCOC(=O)N1CC=C2C(C#N)=C(N)C(C#N)(C#N)[C@H](c3cccs3)C2C1 (stereo partly drawn)	31	i	i	i	i	i	i	-13	30	-8	i
Cc1ccc(NC(=O)COC(=O)CCc2ccc(S(=O)(=O)N3CCOCC3)cc2)c(C)c1	0	i	i	i	i	i	i	-15	1	0	i
Cc1cccc(OCc2n[nH]c(=S)o2)c1	12	i	i	i	i	i	i	-10	-2	10	i
CCCNC(=O)CN1C(=O)COc2ccc(S(=O)(=O)N3CC(C)CC(C)C3)cc21 (stereo not drawn)	-4	i	i	i	i	i	i	-6	1	4	i
Cc1ccc(OCC(=O)Nc2ccc(C(N)=O)cc2)cc1	-3	i	i	i	i	i	i	-2	0	-1	i
Fc1ccc(CSc2nnc(-c3cccs3)o2)cc1	-2	i	i	i	i	i	i	-1	5	-1	i
COc1ccc(N2CCN(C(=O)Cc3ccc(S(=O)(=O)N4CCOCC4)s3)CC2)cc1	4	i	i	i	i	i	i	-18	-1	1	i
O=C(NCC1CCCO1)C1CCCN(S(=O)(=O)c2cccc(C(F)(F)F)c2)C1 (stereo not drawn)	-8	i	i	i	i	i	i	-6	3	/	i
Cc1c(Cl)cccc1Nc1ncccc1C(=O)OCC(O)CO (stereo not drawn)	/	i	i	i	i	i	/	-9	2	1	i
CCn1c(CNC(=O)c2ccccc2F)nnc1SCC(=O)NC1CCCCC1C (stereo not drawn)	-3	i	i	i	i	i	i	-12	4	0	i
CCOC(=O)c1ccc(NC(=O)CN2C(=O)C3C4C=CC(C4)C3C2=O)cc1 (stereo not drawn)	-2	i	i	i	i	i	i	-4	-2	-1	i
COc1ccc(C(=O)COC(=O)CSCc2c(C)noc2C)cc1OC	-7	i	i	i	i	i	i	-5	2	-1	i
O=C(c1ccc(N2CCCC2=O)cc1)N1CCN(c2ccccc2)CC1	-2	i	i	i	i	i	i	-7	-2	1	i
OCCC1CN(Cc2ccccc2OC2CCCC2)CCN1Cc1ccsc1 (stereo not drawn)	-2	i	i	i	i	i	i	-9	/	-1	i
C=CCN(CC=C)c1nc2ccccc2nc1C(C#N)C(=O)OC(C)C (stereo not drawn)	3	i	i	i	i	i	i	-9	0	-2	i
CCN(CCCNC(=O)Cn1ncc2c([nH]c3ccc(C)cc32)c1=O)Cc1ccccc1	-3	i	i	i	i	i	i	-8	0	-3	i
CCCCN=C(NNc1ccc(Br)cc1)C(=O)OCC	4	i	i	i	-7.6*	i	i	-6	0	2	i
Cc1cccc(N(CC(=O)NC2CCCC2)C(=O)CNC(=O)c2ccco2)c1C	0	i	i	i	i	i	i	-5	-1	1	i
O=C1CCCC(c2ccccc2)N1 (stereo not drawn)	-4	i	i	i	i	i	i	-11	-2	-1	i
COC(=O)c1c(-c2ccccc2)csc1NC(=O)C1CC=CCC1C(=O)O (stereo not drawn)	0	i	i	i	i	i	i	-8	-6	1	i
CCOC(=O)C1CCCN(CC(=O)Nc2cc(C)cc(C)c2)C1 (stereo not drawn)	-2	i	i	i	i	i	i	-7	-1	1	i
NC(Cc1c[nH]c2ccc(OCc3ccccc3)cc12)C(=O)O (stereo not drawn)	-2	i	i	i	i	i	i	-3	0	0	i
CCS(=O)(=O)N1CCC(C(=O)NCCc2ccc(C)cc2)CC1	0	i	i	i	i	i	i	1	-4	4	i
Cc1cccc(OCCCC(=O)O)c1	0	i	i	i	i	i	i	-7	0	-6	i
CCOC(=O)c1sc2nc(CC(=O)OC)nc(NCc3ccco3)c2c1C	-2	i	i	i	i	i	i	-9	/	-9	i
CCN(CC)S(=O)(=O)c1cc(NS(=O)(=O)c2ccc(Cl)c(C(=O)O)c2)ccc1C	-5	i	i	i	i	i	i	-18	-1	1	i
CN1CCN(/C(=N\O)c2nonc2N)CC1	2	i	i	i	i	i	i	-7	-2	4	i
CCNC(=O)CC1SC(=Nc2ccc(C)cc2)N(CC)C1=O (stereo not drawn)	-2	i	i	i	i	i	i	-7	-1	3	i
O=C(NCc1ccncc1)c1cccc(Cn2cc(Br)cn2)c1	3	i	i	i	i	i	i	-10	0	-2	i
COCCn1c(SCC(=O)Nc2ccccc2OC)nc2ccccc2c1=O	-6	i	i	i	i	i	i	-7	-2	1	i
Continued:
SMILES	Dyrk1A ADPGlo	RGS4 block	PolyA inhibitor	RGS4 act	KCNK9 inh	KCNQ1 inh	KCNK3 inh	hERG protect	GSK3 alpha inh	GSK3B inh	KCNQ1 act
O=C(c1ccccc1Cl)N1CCC(n2cccc2)CC1	-1	i	i	i	i	i	i	-7	1	-2	i
CCc1c(O)cc2n(c1=O)-c1ccc(Cl)cc1C2(C)C	6	i	i	i	i	i	i	-8	2	2	i
Cc1nnc(SCC(=O)Nc2cc(Cl)ccc2Cl)n1CC1CCCO1 (stereo not drawn)	-9	i	i	i	i	i	i	-3	0	/	i
COc1cccc(N(C(=O)Cn2nnc(-c3ccc(C)o3)n2)C(C(=O)NC2CCCC2)c2ccncc2)c1 (stereo not drawn)	0	i	i	i	i	i	i	-8	-3	1	i
CCn1cc(S(=O)(=O)CC(=O)Nc2ccc3c(c2)OCO3)c2ccccc21	1	i	i	i	i	i	i	-9	-1	-3	i
COC(=O)C1=C(C)NC2=C(C(=O)c3ccccc32)C1c1ccc(-c2ccc(C(=O)O)cc2)o1 (stereo not drawn)	8	i	i	i	i	i	i	-33	5	0	i
CCN(CC)S(=O)(=O)c1ccc2[nH]c(=O)cc(C(=O)Nc3cccc(C(C)=O)c3)c2c1	-6	i	i	i	i	i	i	22*	0	1	i
CCCN(CCC)CCNC(=O)C1CCCN(S(=O)(=O)c2ccc3c(c2)oc(=O)n3C)C1 (stereo not drawn)	4	i	i	i	i	i	i	-5	-1	2	i
O=C(N/N=C/c1cccc(F)c1)c1c(O)c2ccccc2[nH]c1=O	-5	i	/	i	i	i	i	-8	10	3	i
O=C(CCCn1cc([N+](=O)[O-])cn1)N1CCCCC1	/	i	i	i	i	i	i	-7	-1	-1	i
Cc1cccc(/C=C2/SC(=O)N(Cc3ccccc3)C2=O)n1	1	i	i	i	i	i	i	-3	-3	-2	i
Cc1cccc2cc(C(c3nnnn3CC3CCCO3)N3CCCc4ccccc43)c(=O)[nH]c12 (stereo not drawn)	-3	i	i	i	i	i	i	-15	-1	-2	i
Cc1cccc2cc(COC(=O)c3cccnc3)c(=O)[nH]c12	4	i	i	i	i	i	i	-8	8	-10	i
CCN(CC(=O)Nc1c(F)cccc1F)C(=O)c1cc(-c2cccs2)nn1-c1ccccc1	-1	i	i	-9.4*	i	i	i	-14	-2	-2	i
O=C1c2ccccc2C(=O)N1c1ccc(S(=O)(=O)N2CCN(c3ccccc3)CC2)cc1	-7	i	i	i	i	i	i	-2	0	4	i
